PvdQ inh = blocks Pseudomonas aeruginosa PvdQ acylase activity. purified PvdQ acylase, fluorescence plate reader. inhibition, % at 10 µM. 0.063% of 340,000 active; in the data active = inhibition above about 30%, passing the limit was not always enough;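 also: 0% = vehicle neutral wells and 100% = reference inhibitor wells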
PfHsp90 set2 = reduces growth (ATP signal) of yeast expressing P. falciparum Hsp90; inhibition, % at 9.4 µM; 0.32% of 310,000 active; AID 504621; S. cerevisiae expressing PfHsp90, BacTiter-Glo ATP, 48 h; yeast lacking PDR1 and PDR3 efflux regulators;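 active = every replicate shows inhibition above about 80%, whatever the replicate mean, limit read from the data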;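 also: 0% = DMSO neutral controls and 100% = 20 µM radicicol positive controls; yeast relying on Plasmodium falciparum Hsp90 in place of its own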
Rtt109 Vps75 = blocks Candida albicans Rtt109/Vps75 acetyltransferase activity | Q5AAJ8 | purified Rtt109/Vps75, ThioGlo CoA-SH fluorescence, 4 h | inhibition, % at 34.9 µM | 0.16% of 330,000 active;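 active = inhibition of at least 50% in every replicate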
Target sequence (Q5AAJ8 whole entry, looked up): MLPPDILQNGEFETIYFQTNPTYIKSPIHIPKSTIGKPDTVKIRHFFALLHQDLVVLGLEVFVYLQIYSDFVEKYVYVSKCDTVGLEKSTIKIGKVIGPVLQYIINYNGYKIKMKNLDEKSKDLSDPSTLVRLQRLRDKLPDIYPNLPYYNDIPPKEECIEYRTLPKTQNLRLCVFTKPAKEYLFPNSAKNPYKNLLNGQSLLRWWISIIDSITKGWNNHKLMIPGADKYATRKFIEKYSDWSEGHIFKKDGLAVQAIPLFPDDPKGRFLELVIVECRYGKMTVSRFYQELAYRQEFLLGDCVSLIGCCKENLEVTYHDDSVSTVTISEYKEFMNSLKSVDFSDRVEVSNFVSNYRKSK
Tat export inh = E. coli Tat transport inhibition | E. coli MC4100 TorA-mCherry Tat export, fluorescence | inhibition, % at 10 µM | 0.036% of 340,000 active;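 active = mean replicate inhibition at least 50% and at least half of replicates individually reaching 50%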;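 also: exported cargo escapes ClpAP degradation while cytoplasmic cargo is degraded and loses fluorescence; 0% = median of neutral control wells and 100% = median of NaSCN control wells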
E coli growth = counter-screen for AddAB inhibitors: E. coli growth inhibition | E. coli V3065 growth, OD600 absorbance, 18 h | inhibition, % at 11.9 µM | 0.27% of 330,000 active;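 active = inhibition above the campaign's mean inhibition across all tested compounds plus 3 SD, cut at about 9.9% in these data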;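 also: uninfected addAB+ strain grown without phage in ampicillin broth; 0% = DMSO wells and 100% = ciprofloxacin 0.95 µg/ml wells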
DAGLB inh = blocks human DAGLB lipase activity. 0.059% of 340,000 active. AID 504411. Q8NCG7. inhibition, % at 5.17 µM. HEK293T DAGLB membrane lysate, EnzChek fluorogenic substrate; in the data active = inhibition above about 34%;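 also: 0% = enzyme with vehicle and 100% = wells lacking enzyme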
Target sequence (Q8NCG7 whole entry, looked up): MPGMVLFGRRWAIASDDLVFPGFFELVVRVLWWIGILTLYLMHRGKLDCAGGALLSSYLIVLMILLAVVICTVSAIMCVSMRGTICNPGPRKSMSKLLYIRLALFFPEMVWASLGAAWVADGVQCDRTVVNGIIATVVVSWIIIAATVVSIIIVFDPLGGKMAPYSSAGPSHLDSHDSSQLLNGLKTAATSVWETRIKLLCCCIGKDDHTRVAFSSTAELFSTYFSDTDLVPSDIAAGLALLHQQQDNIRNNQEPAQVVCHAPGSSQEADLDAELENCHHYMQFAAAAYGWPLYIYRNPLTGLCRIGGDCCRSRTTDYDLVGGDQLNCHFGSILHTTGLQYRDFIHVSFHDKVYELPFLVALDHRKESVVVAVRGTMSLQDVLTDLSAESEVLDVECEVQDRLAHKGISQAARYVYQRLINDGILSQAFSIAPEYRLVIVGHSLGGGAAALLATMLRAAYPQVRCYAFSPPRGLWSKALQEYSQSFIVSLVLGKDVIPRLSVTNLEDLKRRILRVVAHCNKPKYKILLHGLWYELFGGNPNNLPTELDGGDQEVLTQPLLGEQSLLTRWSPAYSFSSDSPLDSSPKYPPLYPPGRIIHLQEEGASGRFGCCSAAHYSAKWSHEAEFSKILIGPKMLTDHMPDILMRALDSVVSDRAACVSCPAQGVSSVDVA
AddAB inh = less growth of phage-infected E. coli with AddAB | AID 435030 | 0.29% of 330,000 active | E. coli expressing H. pylori AddAB, absorbance growth | inhibition, % at 11.9 µM; in the data active = inhibition above about 12%;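 also: 0% = vehicle wells of infected cells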
CAL PDZ inh = blocks peptide binding to human CAL PDZ domain | 0.02% of 330,000 active | inhibition, % at 20 µM | Q9HD26 | AID 504414 | purified CAL PDZ, TMR-peptide fluorescence polarization, 1 h;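 active = highest replicate inhibition of at least 40%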;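 also: plate controls were DMSO neutral control wells for no effect and unlabeled competitor peptide control wells for full effect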
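System: purified tagged CAL PDZ domain construct (CerCALP). Schedule: 1 h incubation at room temperature before polarization reading. Medium: 25 mM sodium phosphate pH 7.4, 150 mM NaCl, TCEP, IgG, Thesit. Read-out: percent inhibition from loss of millipolarization. Measured by: FP readout, S and P plane fluorescence. Probe or stimulus: fluorescent TMR peptide probe.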
phage Ecoli inh = E. coli growth loss with phage present. 0.26% of 360,000 active. growth absorbance. inhibition, % at 11.9 µM; in the data active = inhibition above about 11%
Wnt act = Wnt/beta-catenin pathway activation. Wnt/beta-catenin reporter cell assay, activator, plate reader. activation, % at 9.35 µM. 1.2% of 300,000 active; in the data active = activation above about 30%, passing the limit was not always enough;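 also: 0% = neutral control wells and 100% = positive control wells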
Starred values were filed as active, the others as inactive; / = not tested or not shown.

SMILES | PvdQ inh | PfHsp90 set2 | Rtt109 Vps75 | Tat export inh | E coli growth | DAGLB inh | AddAB inh | CAL PDZ inh | phage Ecoli inh | Wnt act
Cc1ccc(C(=O)CN(CCC(=O)O)C(=O)c2ccncc2)cc1 | -16.6 | 11.9 | -3.4 | 0.6 | -1.4 | -1.1 | -0.8 | -0.6 | 2.6 | 2.2
COc1cc(/C=N/NC(=O)c2cccc(C(=O)N/N=C/c3ccc(O)c(OC)c3)n2)ccc1O | -13.2 | 7.8 | 0.2 | -7.1 | / | -0.7 | / | / | 3.0 | -1.2
OC(C1=CC(=Cc2ccncc2)c2ccccc21)c1ccncc1 (configuration not stated) | -4.2 | -13.0 | -10.8 | 4.6 | / | 3.9 | / | -4.1 | 1.9 | -5.7
Cc1cccc(C)c1NC(=O)COC(=O)C1C2CC3OC(=O)C1C3C2 (configuration not stated) | -10.3 | -19.4 | -8.8 | -1.8 | 0.8 | -1.6 | 4.4 | -1.0 | -1.4 | -2.7
CC(=O)c1ccc(NC(=O)C[n+]2ccccc2)cc1 | -8.0 | 14.7 | -1.4 | -4.0 | -0.2 | -2.2 | 0.3 | / | 4.4 | -1.4
O=C(O)COc1ccc(C(=O)c2ccccc2)cc1 | -8.2 | -9.0 | -4.9 | -3.8 | -1.9 | -5.2 | 0.6 | 0.3 | -2.0 | 0.4
COCCCNc1nnc(Cc2ccccc2)c2ccccc12 | -3.9 | 9.2 | -1.9 | 15.5 | 2.4 | -0.4 | 5.5 | -0.9 | 7.2 | 6.0
CCOC(=O)C1=NN(C(=O)COc2ccccc2)C(O)(c2ccc(Br)cc2)C1 (configuration not stated) | -14.9 | -24.6 | -1.7 | 0.0 | 1.4 | -2.1 | 3.2 | -1.6 | 3.2 | 0.3
COc1ccccc1NC(=O)c1ccc(Cl)c(S(=O)(=O)NCc2ccco2)c1 | -1.0 | 20.6 | 2.6 | -4.2 | -2.8 | 2.7 | 2.3 | -0.4 | -1.6 | -1.5
COc1ccc(C2CC(=O)c3sc(N)nc3C2)cc1 (configuration not stated) | -2.9 | 6.1 | -6.8 | -6.8 | -2.0 | -3.6 | -0.2 | -1.8 | 2.4 | -0.2
Cc1cc(C)n(CCC(=O)Nc2ccc3c(c2)OCCO3)n1 | -11.4 | 3.2 | 0.3 | -5.8 | -3.6 | -2.1 | 2.4 | -3.1 | -0.8 | 2.2
CCCN1C(=O)c2ccccc2NC1c1ccc(OC)cc1OC (configuration not stated) | -6.6 | 3.3 | -3.0 | -4.2 | -1.9 | 0.8 | 0.6 | 0.2 | 1.5 | /
CSCC[C@H](NC(=O)CCNC(C)=O)c1nc2ccccc2[nH]1 | 0.3 | -0.6 | 3.9 | 7.5 | -1.2 | -1.7 | 1.4 | -0.4 | 2.0 | /
CCCC(=O)N1CCN(c2ccc(NC(=O)c3ccco3)cc2)CC1 | -0.5 | -3.2 | -2.0 | -2.1 | -2.2 | -1.9 | 3.1 | 0.1 | 1.5 | 3.3
CC(C)NC(=O)c1cc2c(=O)n3ccccc3nc2s1 | -2.7 | -16.6 | -9.9 | 7.6 | -0.1 | -2.7 | 1.6 | -0.3 | -1.4 | 3.6
NC(=O)CC(NC(=O)Cc1ccc(Br)cc1)c1ccc(NCCOc2ccccc2)c([N+](=O)[O-])c1 (configuration not stated) | -6.1 | -9.9 | -4.1 | -3.7 | -4.4 | 18.8 | 0.8 | -0.9 | 3.1 | -5.7
CCc1ccc(S(=O)(=O)NCc2cn3c(C)csc3n2)s1 | -4.4 | 33.8 | -1.3 | 12.3 | 0.3 | 0.9 | 0.3 | -0.7 | 2.7 | 6.0
CCOC(=O)C1CCCN1C(=O)C1(NC(C)=O)CCCC1 (configuration not stated) | -6.8 | -4.6 | -8.3 | 7.2 | / | 0.3 | / | 0.4 | 1.5 | 6.4
Cc1ccccc1CN1C[C@@H]2C[C@@H](c3cn[nH]c3-c3ccccc3)N3CCC[C@@]23C1=O | -9.4 | -15.5 | -1.6 | 5.9 | 0.0 | 1.2 | -2.1 | -1.5 | 1.4 | -7.4
CC(NC(=O)Nc1cccc(F)c1)c1ccc2c(c1)OCO2 (configuration not stated) | 7.9 | -5.9 | 10.9 | -7.3 | -1.9 | -2.9 | -1.8 | -4.6 | 0.6 | -0.3
COc1ccc(OCCNC(=O)c2ccccc2OCC(=O)Nc2ccc(NC(C)=O)cc2)cc1 | 12.9 | / | -1.7 | -6.4 | -1.5 | 1.2 | 4.3 | -1.0 | 2.5 | 2.2
CC(C)CCNC(=O)COC(=O)c1ccc(Br)o1 | -8.0 | 15.8 | -1.3 | -3.0 | -0.4 | -1.8 | 1.4 | / | -1.6 | /
Cc1c(C(=O)C(=O)NCCCn2ccnc2)c2ccccc2n1C | -10.7 | -47.4 | 13.8 | 0.0 | 0.1 | -1.5 | -1.7 | -1.4 | -0.1 | 8.5
COc1ccc(/C=C/C(=O)c2ccc(NC3=NCCCS3)cc2)cc1OC | -5.4 | 8.6 | 4.5 | -4.2 | -2.8 | 2.9 | 2.1 | -1.7 | -0.4 | -0.8
Cc1ccc(CNC(=O)CN2C(=O)C3(OCCCO3)c3ccccc32)cc1 | -10.1 | / | -5.0 | 4.9 | -1.1 | -0.2 | 0.3 | -2.1 | / | -2.5

Next compounds.
SMILES | PvdQ inh | PfHsp90 set2 | Rtt109 Vps75 | Tat export inh | E coli growth | DAGLB inh | AddAB inh | CAL PDZ inh | phage Ecoli inh | Wnt act
CCc1nc(N)c(C#N)c(-c2ccc(F)cc2)c1C | -7.4 | 2.9 | -6.7 | -6.2 | 0.6 | -7.8 | 2.3 | 0.5 | 3.4 | /
COc1cc2oc3ccccc3c2cc1N(CC(=O)N(C)C)S(=O)(=O)c1ccccc1 | -7.0 | -15.3 | 10.6 | -2.3 | 1.8 | -1.3 | 3.3 | -2.3 | 3.5 | -2.1
CCOC(=O)C1C(c2cccs2)NC(=O)NC1(O)C(F)(F)F (configuration not stated) | -4.7 | -1.1 | -7.9 | 8.9 | -0.2 | 1.7 | 0.9 | 0.8 | 0.6 | -1.5
O=C(CSc1nnc(CNc2ccccc2)o1)N1CCN(C(=O)c2ccco2)CC1 | 4.6 | 14.5 | -0.4 | -2.8 | -1.1 | 1.5 | 2.1 | -2.9 | 3.0 | -1.7
COc1ccc(NC(=O)c2ccccc2N2C(=O)C3C4C=CC(C5CC45)C3C2=O)c(OC)c1 (configuration not stated) | 12.2 | 2.6 | 5.5 | 1.1 | 1.0 | -1.9 | 2.0 | -2.9 | 2.9 | -1.6
COc1cccc(CC(=O)NCCCSc2ccccc2)c1 | -5.9 | 5.5 | -2.7 | 8.7 | 1.4 | -6.8 | -0.6 | -2.6 | 0.2 | 0.2
O=C(NNC(=S)NCc1ccc(Cl)cc1)c1ccc2c(c1)OCO2 | -9.4 | -45.4 | / | -6.6 | 0.7 | -0.6 | -2.1 | -0.5 | 0.4 | 0.0
COCCCn1c(SCC(=O)N2CCOCC2)nnc1-c1ccco1 | -1.3 | 20.4 | -3.7 | -6.7 | -0.4 | 0.7 | 0.4 | -2.8 | 0.1 | -3.0
NC(=NC1CCCCC1)c1ccc([N+](=O)[O-])cc1 | -17.4 | -11.5 | 4.2 | 6.9 | -0.6 | -0.4 | 1.9 | 1.7 | 0.3 | -2.4
COc1ccc(NS(=O)(=O)c2cccc(C(=O)NNC(=O)c3cc(S(N)(=O)=O)ccc3OC)c2)cc1 | 7.8 | 0.1 | 6.2 | -5.6 | -0.1 | -0.1 | 2.8 | -2.9 | 2.7 | -0.8
Cc1ccc(S(=O)(=O)NC(Cc2ccccc2)C(=O)NN)cc1 (configuration not stated) | -12.5 | 5.0 | -2.3 | 5.1 | 0.3 | 0.8 | 0.5 | -0.3 | -1.9 | 3.1
COc1ccc(/C=C(/NC(=O)c2ccco2)C(=O)N2CCCCC2)cc1 | -19.8 | 6.2 | -17.0 | 6.2 | 0.5 | -0.4 | 1.5 | -2.4 | 9.2 | 0.6
COc1ccc(Oc2nc(C)cc(C)c2S(C)(=O)=O)cc1 | -12.2 | -18.7 | -7.2 | -1.0 | -1.7 | -2.0 | 1.0 | -0.4 | 2.8 | /
O=C(NCC1CCCO1)c1ccc(Oc2ccc([N+](=O)[O-])cc2Cl)cc1 (configuration not stated) | 0.9 | -11.9 | -0.8 | -5.3 | -0.8 | -4.3 | -1.4 | -0.8 | 4.4 | -7.1
COC(=O)C(C)NC(=O)C(C)NC(=O)OCc1ccccc1 (configuration not stated) | -11.8 | / | 9.2 | 0.0 | 1.7 | 0.1 | 7.3 | -0.5 | 1.2 | -0.1
CSc1ncc(C(=O)Nc2ccc(C(C)=O)cc2)c(-c2ccccc2)n1 | 10.8 | 6.4 | 10.2 | 2.5 | 1.1 | -3.3 | 0.7 | 0.2 | 1.3 | 16.5
CC(C)P(=O)(c1cccc(C(=O)O)c1)C(C)C | -3.3 | -21.3 | 0.1 | -1.4 | -0.5 | 0.8 | 1.1 | -1.1 | 0.1 | /
O=C(Nc1ccc(Cl)c(S(=O)(=O)N2CCCCC2)c1)c1cccnc1 | 11.2 | -11.9 | 11.2 | -0.6 | 3.0 | -0.2 | 2.9 | -1.3 | 3.5 | 8.5
Cc1ccccc1NC(=O)N1CCCC1C(=O)NCc1cccs1 (configuration not stated) | -18.0 | 24.9 | -10.4 | 1.0 | -0.1 | -1.5 | -1.3 | / | 1.5 | 0.7
CC(CCN1CCC(CN2C(=S)NCC2Cc2ccccc2)CC1)c1ccccc1 (configuration not stated) | -19.7 | 14.9 | 1.2 | -1.0 | / | -1.1 | / | 0.2 | 1.8 | -0.2
CS(=O)(=O)N1CCN(c2nc(-c3ccccc3)cs2)CC1 | -10.7 | -0.5 | -17.3 | -3.2 | -2.5 | 0.9 | -2.4 | -1.1 | 0.6 | /
CCc1ccc2oc(C(=O)N3CCN(C)CC3)cc(=O)c2c1 | -15.5 | -42.6 | -13.8 | -2.0 | 0.3 | -3.6 | 1.6 | 0.0 | 2.1 | -0.3
C=CCN1c2ccccc2[C@]23C[C@@H](C(=O)OC)N(C(=O)c4ccco4)C2=NC(C(=O)OC)=C(C(=O)OC)[C@H]13 | -7.3 | / | -0.5 | -9.5 | -3.3 | 2.6 | 3.7 | -0.8 | 3.2 | 0.6
CCc1noc(C)c1C(=O)NCCc1ccc(S(N)(=O)=O)cc1 | -23.0 | 2.9 | 1.2 | -1.8 | -1.3 | 1.8 | 2.4 | -2.4 | 1.3 | -1.9
CC(=O)Nc1ccc(C(=O)N/C(=C/c2ccccc2)C(=O)NCc2ccco2)cc1 | 2.1 | -3.1 | 11.3 | -0.8 | -3.5 | 0.8 | 2.6 | -1.7 | -2.0 | -3.1
CC(=O)c1ccc[n+](CC(=O)NC(C)c2ccccc2)c1 (configuration not stated) | -1.7 | 4.9 | -6.1 | -6.6 | -0.9 | -4.3 | -1.7 | / | -0.1 | 2.4

Structural class: the entries above with a COOH group
SMILES | PvdQ inh | PfHsp90 set2 | Rtt109 Vps75 | Tat export inh | E coli growth | DAGLB inh | AddAB inh | CAL PDZ inh | phage Ecoli inh | Wnt act
Cc1ccc(C(=O)CN(CCC(=O)O)C(=O)c2ccncc2)cc1 | -16.6 | 11.9 | -3.4 | 0.6 | -1.4 | -1.1 | -0.8 | -0.6 | 2.6 | 2.2
O=C(O)COc1ccc(C(=O)c2ccccc2)cc1 | -8.2 | -9.0 | -4.9 | -3.8 | -1.9 | -5.2 | 0.6 | 0.3 | -2.0 | 0.4
CC(C)P(=O)(c1cccc(C(=O)O)c1)C(C)C | -3.3 | -21.3 | 0.1 | -1.4 | -0.5 | 0.8 | 1.1 | -1.1 | 0.1 | /
